# aSyn yeast inh = rescues yeast growth from alpha-synuclein toxicity; Potency, µM (top dose mostly 46.1 µM), without a hit: at the highest dose growth rescue (activation), hits mostly activators; 370,000 tested, 0.14% active; AID 652106; Yeast expressing alpha-synuclein, growth rescue, BacTiter-Glo, 24 h; note: potency is the fitted concentration of half-maximal effect; % of control where 0% means no effect; nearly all actives have a fitted effect of over 65% in size
#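 Screening used galactose-induced yeast with toxic alpha-synuclein levels, exposed to compound for 24 hr at 30 deg C. Cell growth, read with BacTiter-Glo luminescence, gave the measured signal.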
# Mm-Cpn inhibitor = inhibitors of Methanococcus maripaludis chaperonin (MmCpn) | purified Mm-Cpn ATPase, ADP Transcreener TR-FRET | Potency, µM (highest dose often 76.9 µM), for the others: top-dose activity, negative = inhibition, most hits filed as inhibitors | 330,000 tested, 0.031% active; note: potency is the fitted concentration of half-maximal effect; % is set by controls: 0 for no effect and ±100 for the full control effect; nearly all actives have a fitted effect of over 80% in size
#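 Purified archaeal Mm-CPN (25nM final) preincubated 10 min at 37degC with compound, then 10uM ATP for 30 min at 37degC; ADP measured by HTRF Transcreener TR-FRET; buffer 30 mM TRIS pH 7.4, 100mM KCl, 5mM MgCl2, 1mM DTT.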
# GLP-1R inv ag = GLP-1 receptor (human) inverse agonism; 410,000 tested, 1.6% active; HEK293 GLP-1R CRE-luciferase, luminescence, 24 h; GLP-1R form is constitutively active; Potency, µM (series often up to 38.3 µM), for inactives: at the top dose activity change, negative = inhibition, hits mostly inhibitors; AID 624417; note: potency is the fitted concentration of half-maximal effect; % is set by controls: 0 for no effect and ±100 for the full control effect; nearly all actives have a fitted effect of over 55% in size
# Target sequence (P43220 whole entry, looked up): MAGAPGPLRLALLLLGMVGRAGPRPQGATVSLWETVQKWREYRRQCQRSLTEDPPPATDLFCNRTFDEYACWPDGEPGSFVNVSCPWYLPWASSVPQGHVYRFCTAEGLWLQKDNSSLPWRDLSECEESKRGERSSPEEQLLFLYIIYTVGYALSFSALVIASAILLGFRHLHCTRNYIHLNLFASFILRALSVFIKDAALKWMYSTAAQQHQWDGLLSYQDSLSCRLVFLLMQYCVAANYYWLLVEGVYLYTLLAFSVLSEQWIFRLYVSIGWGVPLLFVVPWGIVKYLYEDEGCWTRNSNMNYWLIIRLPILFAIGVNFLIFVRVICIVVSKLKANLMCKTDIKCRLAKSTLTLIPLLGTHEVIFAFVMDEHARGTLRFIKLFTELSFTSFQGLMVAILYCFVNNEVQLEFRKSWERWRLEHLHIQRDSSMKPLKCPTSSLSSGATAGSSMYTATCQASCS
#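 Seeding at 200 cells/uL, 12 h culture, 24 hr compound treatment, then luciferase reagent and a luminescence read; cells are HEK293 stably expressing a constitutively active GLP-1R plus cAMP-responsive luciferase.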
# Abeta rescue = compounds reversing amyloid beta toxicity in yeast; yeast expressing A-beta42, growth rescue, OD600, 48 h; response scale: 0% DMSO, 100% iron-clioquinol control; Potency, µM (titrated, usually from 46.1 µM), for the others: top-dose growth rescue, actives largely listed as activators; 410,000 tested, 0.063% active; note: potency is the fitted concentration of half-maximal effect; nearly all actives have a fitted effect of over 55% in size
#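 Yeast A-beta toxicity model in growth medium with pinned compounds, 48 h at 30 C; growth read as absorbance at 600 nm. Normalized to FeCl3/clioquinol equimolar mix (positive) and DMSO (negative).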
# FUS yeast rescue = FUS proteinopathy suppression in yeast | 390,000 tested, 0.24% active | AID 1347120 | S. cerevisiae FUS-expressing, growth rescue, OD600, 24 h | Potency, µM (titrated, usually from 76.6 µM), without a hit: top-dose growth rescue (activation), usual class: activators;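 note: potency is the fitted concentration of half-maximal effect; plate controls were DMSO vehicle for no effect and reference control for full effect; nearly all actives have a fitted effect of over 55% in size; some results filed as inactive show a strong effect at the top dose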
#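 Cultures pregrown in 2.5% raffinose medium are shifted to minimal medium containing 2% galactose to express toxic FUS. Compounds are tested at several concentrations. After 24hr at 30C, growth is quantified at 600 nm absorbance.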
# PTHR1 ag = activates the human parathyroid hormone receptor PTHR1; HEK293 GP2 PTHR1 cells, GloSensor cAMP luminescence, 1 h; Potency, µM (top dose mostly 115 µM), without a hit: top-dose activation, most hits filed as activators; 410,000 tested, 0.075% active; AID 743266; note: potency is the fitted concentration of half-maximal effect; nearly all actives have a fitted effect of over 55% in size; some results filed as inactive show a strong effect at the top dose; inactives centre near -15; many of its hits are not listed in these tables
# Target sequence (Q03431 whole entry, looked up): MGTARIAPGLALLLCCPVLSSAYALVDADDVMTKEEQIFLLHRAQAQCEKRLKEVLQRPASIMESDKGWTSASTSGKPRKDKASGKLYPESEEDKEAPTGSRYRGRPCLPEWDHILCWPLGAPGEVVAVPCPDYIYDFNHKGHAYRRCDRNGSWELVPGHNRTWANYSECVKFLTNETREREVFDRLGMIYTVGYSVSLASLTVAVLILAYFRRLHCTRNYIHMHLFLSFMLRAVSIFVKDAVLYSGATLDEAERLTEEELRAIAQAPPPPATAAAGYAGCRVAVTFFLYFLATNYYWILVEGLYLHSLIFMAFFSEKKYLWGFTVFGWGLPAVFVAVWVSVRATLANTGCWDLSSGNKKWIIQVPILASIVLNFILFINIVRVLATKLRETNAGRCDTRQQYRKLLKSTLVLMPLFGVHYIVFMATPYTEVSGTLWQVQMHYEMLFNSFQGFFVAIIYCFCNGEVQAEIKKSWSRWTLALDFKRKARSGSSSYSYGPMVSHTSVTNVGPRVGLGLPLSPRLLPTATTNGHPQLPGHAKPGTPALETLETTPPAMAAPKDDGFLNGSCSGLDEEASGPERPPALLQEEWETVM
#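 HEK-293-derived GP2 cells expressing PTHR1 and a GloSensor cAMP reporter, 3,000/well, plated overnight, given luciferin plus IBMX (each 0.5 mM as added) for 1 h at 37 °C, then compound for 1 h at 37 °C. Luminescence was read after 15 min at room temperature.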
# TDP-43 yeast inh = TDP-43 toxicity inhibition in yeast; TDP-43 expressing yeast growth rescue, BacTiter-Glo, 24 h; 410,000 tested, 1.8% active; Potency, µM (titrated, usually from 46.1 µM), for inactives: at the top dose growth rescue (activation), actives largely listed as activators; AID 652104; note: potency is the fitted concentration of half-maximal effect; % of control where 0% means no effect; nearly all actives have a fitted effect of over 50% in size
#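 Readout is BacTiter-Glo luminescence of cell growth, so inhibitors register as activators. TDP-43-expressing yeast at OD600=0.02 in galactose medium, after raffinose pregrowth to mid-log, were incubated with compound for 24 hr at 30 deg C.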
# HEK293 tox = cytotoxicity in counter-screen for GLP-1R inverse agonists; HEK293 cAMP-luciferase reporter cells, luminescence, 24 h; Potency, µM (highest dose often 38.3 µM), inactives show at the highest dose activity change, negative = inhibition, usual class: inhibitors; 410,000 tested, 0.13% active;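 note: loss of luciferase light is scored as toxicity; potency is the fitted concentration of half-maximal effect; % is set by controls: 0 for no effect and ±100 for the full control effect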
#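 Here, cytotoxicity is scored as loss of luminescence. The MLSMR collection was tested on cells seeded in medium containing 10% Nu serum, with a 24 hr compound exposure preceded by 12 hours of culture.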
# pAkt inh = inhibitors of Akt phosphorylation | Neuro2A IGF-stimulated pAkt S473 HTRF, 20 min; hits give low values | activity change, % for hits at 50 µM | 360,000 tested, 0.32% active | AID 651550; in the data active = activity change below about -80%; inconclusive = mostly about -51% to -80%; note: % is set by controls: 0 for no effect and ±100 for the full control effect
#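 Neuro2A cells (4,500/well, DMEM with 0.5% FBS) were treated with compound at a single 50 µM final concentration, stimulated with 6 nM IGF for 20 min at 37 °C, and lysed. Phospho-Akt Ser473 was read by HTRF as 665/615 ratio ×10^4.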
# * marks the source's active call; other numbers are inactive results; i = inactive; ? = inconclusive; . = not tested or not shown; [ ] = remark or other dose. Unless noted, calls come from the whole dose curve; as a rule, active = well fitted curve in the direction sought with a large enough effect; inconclusive = small, poorly fitted or top-dose-only effect, or another doubt; inactive = no such curve, though single readings can be large; an effect the other way counts as inactive or inconclusive.
# Value order – aSyn yeast inh, Mm-Cpn inhibitor, GLP-1R inv ag, Abeta rescue, FUS yeast rescue, PTHR1 ag, TDP-43 yeast inh, HEK293 tox, pAkt inh
O=C(CCOc1ccccc1)N(Cc1cccnc1)c1nc2ccc(F)cc2s1
 : ., ., -11%, 11%, -5%, -25%, 21%, 0%, .
N/C(=N\OC(=O)COc1ccc(Cl)cc1Br)c1ccncc1
 : 5%, -1%, -26%, -3%, 14%, -17%, 22%, -4%, i
Fc1ccc(Oc2nnnn2-c2ccccc2)cc1
 : 5%, -1%, 4%, -10%, -18%, -41%[inhibitor], 20%, 3%, i
Cc1ccccc1Cn1nc(C)c(NC(=O)/C=C/c2cnn(C)c2C)c1C
 : -5%, 0%, 161%[activator], 23%, 4%, -4%, 6%, -9%, i
Cc1ccc(SC(C)C(=O)NCc2cccnc2)cc1 (stereo not given)
 : 4%, 0%, -14%, -2%, 4%, i, 10%, -15%, i
COC(=O)C1=C(C)N(c2cccc(C(C)=O)c2)C(=O)C1
 : -1%, ., 6%, -15%, 15%, -12%, 14%, 20%, i
Cc1ccc(C(=O)/C=C/C(=O)O)cc1
 : 3.2µM*, 0%, ?, -64%[inhibitor], -21%, -93%[inhibitor], -71%[inhibitor], -15%, i
Cc1ccc(NC(=O)COC(=O)Cc2ccsc2)cc1S(=O)(=O)N(C)C
 : -2%, 1%, -11%, 3%, -21%, i, 0%, 3%, i
CC(C(=O)NC(N)=O)N1C(=O)NC(c2ccccc2)(c2ccccc2)C1=O (stereo not given)
 : -3%, 1%, 10%, 1%, 4%, -18%, -11%, 5%, i
CCCNC(=O)Cn1c(=O)n(CC2CCC(C(=O)NC)CC2)c(=O)c2sccc21 (stereo not given)
 : ., ., 12%, -16%, -25%, i, 14%, -7%, .
C/C(=N/NC(=O)c1ccco1)c1cccc(NC(=O)c2ccc(C)o2)c1
 : 4%, -2%, 4%, 25%, 1%, -2%[57.5 µM], 1%, -25%, i
CCOC(=O)c1c(NC(=O)CN2CCN(S(=O)(=O)c3cc(Cl)ccc3Cl)CC2)sc(C(=O)N(C)C)c1C
 : -3%[1.84 µM], ., ?, 29%, ?, -21%, 23%, -9%, i
CCOC(=O)C(C(=O)Nc1cccc(C)c1)C1CCCCC1 (stereo not given)
 : 7%, 1%, ?, 9%, -5%, i, -6%, -34%, i
N#Cc1ccc(C(=O)CN2CCN(c3ccccc3)CC2)cc1
 : 3%, -1%, -11%, 3%, -2%, i, -16%, -1%, i
CCCCCN1C(=O)/C(=C/c2c(N3CCc4ccccc4C3)nc3ccccn3c2=O)SC1=S
 : 1%, ., 13%, 5%, 35%, i, 13%, 3%, i
C=CCC1c2cccc(C(=O)OC)c2C(=O)N1c1ccccc1 (stereo not given)
 : 9%, 1%, 18%, 0%, 8%, -25%, 2%, 2%, i
CCC1CCCCN1S(=O)(=O)c1ccc(NC(=O)c2cccs2)cc1 (stereo not given)
 : 0%, 1%, -9%, 22%, 24%, i, -14%, ?, .
NNC(=O)c1snnc1-c1ccccc1
 : -1%, -3%, 6%, -6%, 3%, i, -14%, -7%, i
Cc1ccc(C(=O)C(C)Sc2nnc(N)s2)cc1 (stereo not given)
 : 1%, 0%, -11%[0.307 µM], -2%, 11%, i, -13%, 8%[0.307 µM], i
COc1cc(CNC2CCCC2)cc(Cl)c1OCc1ccccc1Cl
 : 1%, 0%, 8.9µM*, -6%, 41%, 8%, -4%, ?, i
CCOC(=O)c1c(NC(=O)CSc2nnc3ccccn23)sc2c1CCC2
 : 7%, 0%, 17%, -9%, 5%, -13%, 23%, 4%, i
CN(C)c1ccc(/C=N/NC(=O)CCCCCNC(=O)c2ccccc2)cc1
 : -5%, -3%, 1%, -9%, 11%, i, -8%, 6%, i
O=C(Nc1nnc(CCc2ccccc2)s1)c1ccccc1
 : -7%, 2%, 5%, 1%, -36%, i, 22%, 0%, i
COc1cccc(-c2nnc(NC(=O)c3ccc4ncsc4c3)o2)c1
 : 1%, -4%, -24%, 22%, -8%, i, ?, -4%, i
CCCc1nc2sc3ccccc3c(=O)c2c(=O)n1Cc1ccco1
 : 1%, 0%, ?, -9%, 22%, -7%[57.5 µM], ?, 17%, i
COC(=O)c1ccccc1NC(=O)c1cc([N+](=O)[O-])nn1Cc1ccccc1
 : 9%, 1%, 5%, -4%, -17%, 29%, 10%, 14%, i
Cc1cc(Cl)c(S(=O)(=O)N2CCCCCC2)cc1OCC(=O)NC1CCCCC1
 : ., 1%, 0%, -4%, -9%, ?, -9%, -5%, .
OCCC1CN(Cc2ccccn2)CCN1C1CCCC1 (stereo not given)
 : 1%, 0%, -1%, -4%, -8%, -6%, -1%, 8%, i
CC(C)CCNC(=O)CCn1nc(-c2ccc(Cl)cc2)ccc1=O
 : 8%, 4%, -21%, -6%, 5%, -17%, 15%, -10%, i
C/C(=N/NC(=O)c1ccncc1)c1ccc(NC(=O)c2ccccc2)cc1
 : -8%, -1%, 7%, 0%, -26%, i, 16%, -7%, i

# Copied from the list.
# Entry for `C/C(=N/NC(=O)c1ccco1)c1cccc(NC(=O)c2ccc(C)o2)c1` in GLP-1R inv ag: 4%
# Entry for `CCOC(=O)c1c(NC(=O)CSc2nnc3ccccn23)sc2c1CCC2` in TDP-43 yeast inh: 23%

# Back to the main list, repeating the 2 entries before the break.
# Value order – aSyn yeast inh, Mm-Cpn inhibitor, GLP-1R inv ag, Abeta rescue, FUS yeast rescue, PTHR1 ag, TDP-43 yeast inh, HEK293 tox, pAkt inh
CC(C)CCNC(=O)CCn1nc(-c2ccc(Cl)cc2)ccc1=O
 : 8%, 4%, -21%, -6%, 5%, -17%, 15%, -10%, i
C/C(=N/NC(=O)c1ccncc1)c1ccc(NC(=O)c2ccccc2)cc1
 : -8%, -1%, 7%, 0%, -26%, i, 16%, -7%, i
O=C(Nc1ccccc1)c1nc[nH]c1C(=O)N1CCc2ccccc2C1
 : -2%, 0%, 18%, 10%, -5%, i, 0%, 2%, i
O=C(N1CCOCC1)N(CCN1CCOCC1)Cc1cccc2ccccc12
 : -2%, 0%, -2%, 19%, -1%, i, 14%, 0%, i
COCc1[nH][nH]c(=O)c1C=Nc1ccccc1
 : 0%, -13%, 6%, -9%, 0%, 21%, -14%, -4%, i
Cc1ccc(-c2ccc(/C=N/N3C(=O)C4C5C=CC(CC5)C4C3=O)o2)c([N+](=O)[O-])c1 (stereo not given)
 : 14%, 1%, ?, -8%, 13%, i, -24%, -22%, i
CCCCc1nn2c(=O)cc(COC(=O)c3ccc(NC(=O)C4CCCCC4)cc3)nc2s1
 : ., ., 9%, -11%, 6%, i, 8%, 0%, .
O=C(NC1CCCCC1)c1cccc2c1C(=O)c1ccc(-c3ccc(OC(F)(F)F)cc3)cc1S2(=O)=O
 : 1%, 3%, -2%, 0%, -7%, 29%, 0%, -25%, i
C=CCN1C(=O)S/C(=C\c2ccc(N3CCOCC3)cc2C)C1=O
 : 14%, 0%, 17%, -6%, -20%, -32%[inhibitor], 0%, 6%, i
COC(=O)c1ccc(S(=O)(=O)N2CCCC2)o1
 : -3%, -1%, 12%, -20%, -25%, i, -19%, -15%, i
CC(=O)Cn1ncc(N2CCOCC2)c(Cl)c1=O
 : 11%, 0%, 4%, 14%, -12%, -12%, -8%, 0%, i
CC(C)C[C@H]1CN([C@@H](Cc2ccccc2)CN2CCC[C@H]2CN2C(=O)C(=O)NC[C@@H]2Cc2ccc(O)cc2)C(=O)C(=O)N1CC1CCCCC1
 : -2%, ., -7%, 8%, 22%, -15%, 17%, -9%, i
O=c1c2sc3nc(N4CCOCC4)c4c(c3c2ncn1-c1ccccc1)CCCC4
 : 4%, -12%, 3%[0.307 µM], 10%, ?, -22%, 13%, 1%[0.307 µM], i
O=C(Nc1ccc(F)cc1)N1CCOCC1
 : ., 1%, 0%, 10%, -19%, i, 21%, -7%, .
CCC(=O)/C(=C(/O)c1ccccc1)c1nc2ccccc2[nH]1
 : -11%, -7%, -8%, 0%, 2%, i, -3%[9.22 µM], -1%, i
CCOc1ccc(C(=O)NCC(=O)Nc2ccc3c(c2)OCO3)cc1OCC
 : 1%, 2%, 17%, 9%, 12%, -15%, 2%, -2%, i
Cn1ncc(Br)c1C(=O)NC12CC3CC(CC(C3)C1)C2
 : 15%, -1%, 10µM*, -22%, -10%, i, ?, -16%, i
O=S(=O)(Nc1cccc2ccccc12)c1ccccc1F
 : 2%, 1%, 2%, 3%, 2%, -32%[inhibitor], 13%, 6%, i
Cc1cccc(NC(=O)COc2coc(CN3CCN(c4ccccc4)CC3)cc2=O)c1
 : 4%, 1%, -19%, 34%, 5%, -24%, -6%, -16%, i
CC(Oc1ccc(Cl)cc1Cl)C(=O)NCCCN(C)C (stereo not given)
 : 1%, -2%, 5%, 23%, -2%, i, -17%, -17%, i
Cn1c(SCCN2CCCC2)nnc1C1CCN(S(=O)(=O)c2cccc(F)c2)CC1
 : -2%, 1%, ?, -11%, 22%, 1%, -23%, 2%, i

# An excerpt; rates above refer to the full screens.
